# High-throughput results deposited in PubChem BioAssay by Fisher Drug Discovery Resource Center.
# NPYLR7 agonist – mosquito NPYLR7 agonism. HEK293T NPYLR7/Galpha15, GCaMP6s calcium fluorescence. activation, % at 10 µM. 0.15% of 270,000 active. AID 1259423; in the data active = activation above about 40%;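 also: 0% = vehicle and 100% = reference agonist at the receptor; some compounds past the cut are filed as inactive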
# mcGAS inh – inhibitors of mouse cGAS | Q8C6L5 | recombinant cGAS, Kinase-Glo ATP depletion luminescence | inhibition, % at 12.5 µM | 0.15% of 160,000 active | AID 1259399;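 also: 0% = negative control wells and 100% = reference inhibitor with no enzyme activity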
# hcGAS inh – blocks human cGAS activity. Q8N884. recombinant h-cGAS, ATP depletion, Kinase-Glo luminescence. inhibition, % at 12.5 µM. 0.081% of 290,000 active. AID 1259398;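 also: 0% = vehicle reaction and 100% = reaction without DNA for no activity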
# Target sequence (Q8N884 whole entry, looked up): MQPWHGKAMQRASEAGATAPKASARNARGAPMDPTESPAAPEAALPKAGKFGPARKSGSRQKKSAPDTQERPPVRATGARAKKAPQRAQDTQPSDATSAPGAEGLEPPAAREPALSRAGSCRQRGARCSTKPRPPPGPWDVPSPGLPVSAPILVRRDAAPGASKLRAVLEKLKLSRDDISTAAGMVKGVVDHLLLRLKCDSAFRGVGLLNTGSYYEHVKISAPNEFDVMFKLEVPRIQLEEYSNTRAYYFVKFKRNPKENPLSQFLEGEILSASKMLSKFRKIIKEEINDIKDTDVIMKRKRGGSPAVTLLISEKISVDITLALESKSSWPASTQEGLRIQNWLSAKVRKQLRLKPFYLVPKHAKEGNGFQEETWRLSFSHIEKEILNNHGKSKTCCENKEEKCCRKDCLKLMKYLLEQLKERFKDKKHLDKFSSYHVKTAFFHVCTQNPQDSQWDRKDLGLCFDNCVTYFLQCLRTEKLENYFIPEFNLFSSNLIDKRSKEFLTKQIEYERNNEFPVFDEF
# Starred values were filed as active, the others as inactive; . = not tested or not shown. Rule as the data show it, unless noted: active = inhibition above about 40%; inactive = the rest.
SMILES,NPYLR7 agonist,mcGAS inh,hcGAS inh
CCOC(=O)CC1=NN(c2ccccc2)C(=O)/C1=C\c1cccc(OC)c1OC,11,-4,-3
c1ccc(Cn2cc(CN3CCN(c4ncccn4)CC3)c(-c3cc4ccccc4o3)n2)cc1,-2,-4,-1
O=C(c1ccno1)N(CCCN1CCOCC1)c1nc2c(F)cc(F)cc2s1,1,.,-3
CCCCCCCC(=O)NCc1cccc(-c2ncc(-c3ccccc3)[nH]2)c1,-6,-6,-2
CCCCCC(O)C1C(=O)OC(C)C(O)/C=C/C=C/C=C/C=C/C=C(\C)C(O)CC(O)CC(O)CC(O)CC(O)CC(O)CC1O (centres undefined),-8,.,0
O=S(=O)(CCn1ccnc1)c1cc(Cl)ccc1Cl,2,-16,-8
CC1CCCC(C)N1C(=O)COC(=O)c1cccc(OC(F)F)c1 (centres undefined),4,.,-3
Cn1c(-c2ccccc2F)nnc1S(=O)(=O)Cc1ccon1,4,.,-2
CCC(C(=O)N1C[C@@H]2[C@@H]3CC[C@@H](C3)[C@@H]2C1)n1cccn1 (some centres undefined),11,-9,-4
CC(=O)N[C@@H]1[C@@H](O)[C@H](O)[C@@H](CO)O[C@H]1O,.,-4,-1
CC(C)c1nc(CS(=O)(=O)C(C)C(=O)N(C)c2ccccc2)cs1 (centres undefined),5,.,-2
CCN(C)C(=O)c1ccccc1N1CCC(NC(=O)c2cccc(OC)c2)CC1,-9,2,3
COCCN1Cc2sccc2NCCC1=O,20,-7,2
CC(C)(CNC(=O)N1CCC(N2CCCC2)CC1)c1ccc(F)cc1,8,.,-12
COc1ccc(Cl)c2sc(N(Cc3cccnc3)C(=O)c3cccc(S(C)(=O)=O)c3)nc12,16,.,-5
O=S1(=O)CCC(CNc2ccc3c(Cl)ccnc3c2F)C1 (centres undefined),12,.,-8
O=C(NC1(c2ccccc2)CC1)c1cc(COc2cccc3cccnc23)on1,1,-9,-8
Cc1onc(-c2ccccc2Cl)c1C(=O)Nc1ccc(N=Nc2ccccc2)c2ccccc12,-20,2,7
NC(Cn1ccc(=O)c(O)c1)C(=O)O (centres undefined),.,-3,-1
CN(CC(=O)N1CCN(c2ncccn2)CC1)S(=O)(=O)c1cccs1,0,.,-2
N=C(N)Sc1cn(CCNC(=O)c2ccc(F)cc2)c2ccccc12,-8,-6,-7
COCCS(=O)(=O)NC1CN(C)CC1C (centres undefined),15,.,-6
CC(C)N1CCCC(N2CCCN(CC(=O)N(C)C)CC2)C1=O (centres undefined),0,.,-7
CCOC(=O)C1CCN(S(=O)(=O)Cc2cc(C)on2)CC1,-6,-16,-9

# Only hcGAS inh and mcGAS inh (five entries from above):
SMILES,hcGAS inh,mcGAS inh
COc1ccc(Cl)c2sc(N(Cc3cccnc3)C(=O)c3cccc(S(C)(=O)=O)c3)nc12,-5,.
CN(CC(=O)N1CCN(c2ncccn2)CC1)S(=O)(=O)c1cccs1,-2,.
CC(C)(CNC(=O)N1CCC(N2CCCC2)CC1)c1ccc(F)cc1,-12,.
O=S1(=O)CCC(CNc2ccc3c(Cl)ccnc3c2F)C1 (centres undefined),-8,.
NC(Cn1ccc(=O)c(O)c1)C(=O)O (centres undefined),-1,-3

# Next entries follow:
SMILES,NPYLR7 agonist,mcGAS inh,hcGAS inh
CCn1c(C2CCCN(C(=O)c3c(C)nc4sccn34)C2)nn(C)c1=O (centres undefined),18,.,2
COc1ccc(NC(=O)N(C)Cc2ccc(Cl)s2)cn1,8,.,-5
CCc1cccc(N2C(=O)CSC2c2ccc(NC(=O)COc3ccccc3)cc2)c1 (centres undefined),7,-9,-5
CCc1cn[nH]c1C1CCCN(C(=O)c2nn3cc(C)cnc3c2Cl)C1 (centres undefined),0,.,1
COC(=O)c1ccc(CSc2ccc3nnc(-c4ccc(C)cc4)n3n2)o1,16,-5,-4
COC(=O)c1cn([C@H]2C[C@@H](C(=O)NCc3ccc(OC)cc3)N(C3CCCC3)C2)nn1,-2,-17,-1
CCCOc1ccc(OCC(=O)NCC2CC2)cc1,6,-17,-10
COCC(C)n1c(C)cc(C(=O)CSc2nc(C)nc3sc(C)c(C)c23)c1C (centres undefined),9,.,-3
COCCNc1nc(NCc2ccccc2)c2cnn(-c3ccccc3)c2n1,-1,-8,-7
O=S(=O)(c1cccc(Oc2ccccc2)c1)N1CCn2cncc2C1,1,.,-6
Cc1nc2c(C(=O)Nc3ccc(Cl)cc3)c[nH]n2c(=O)c1C,-10,.,0
CNC(=O)[C@@H]1[C@@H](OC)C(=O)N(C)C12CCN(C(=O)c1cccs1)CC2,24,-4,1

# Complete entries, quoted from the list. Order of values: NPYLR7 agonist | mcGAS inh | hcGAS inh
# CCc1cn[nH]c1C1CCCN(C(=O)c2nn3cc(C)cnc3c2Cl)C1 (centres undefined) is entered as 0 | . | 1
# CCn1c(C2CCCN(C(=O)c3c(C)nc4sccn34)C2)nn(C)c1=O (centres undefined) is entered as 18 | . | 2
# COCC(C)n1c(C)cc(C(=O)CSc2nc(C)nc3sc(C)c(C)c23)c1C (centres undefined) is entered as 9 | . | -3
# Cc1nc2c(C(=O)Nc3ccc(Cl)cc3)c[nH]n2c(=O)c1C is entered as -10 | . | 0
# CCc1cccc(N2C(=O)CSC2c2ccc(NC(=O)COc3ccccc3)cc2)c1 (centres undefined) is entered as 7 | -9 | -5

# Following part
SMILES,NPYLR7 agonist,mcGAS inh,hcGAS inh
Cc1c(C(=O)O)sc2ncn(C)c(=O)c12,0,.,-3
Cc1cc(CS(=O)(=O)N2CCOC3CCCCC32)on1 (centres undefined),39,.,0
COc1cc2c(cc1OC)CN(C(=O)c1ccc(-c3n[nH]c4c3CCCc3ccccc3-4)cc1)CC2,29,-6,-3
Cc1ccc(Cc2nnc(Nc3c(C)cccc3C)[nH]c2=O)cc1,19,.,-3
CC(O)c1ccc(-c2cnc3ccccc3c2)cc1 (centres undefined),3,-12,-7
O=C(Nc1ccccc1)C(=O)N1CCOC(c2cccc(F)c2)C1 (centres undefined),1,.,11
O=C1CSC(=S)N1N=Cc1c2ccccc2cc2ccccc12,6,-1,-1
COc1cc(-c2[nH]ncc2CN2CCc3sccc3C2)cc(OC)c1OC,-1,-10,-6
O=C(Nc1cccc(S(=O)(=O)NC2CC2)c1)c1cccc2cccnc12,6,.,5
Cc1[nH][nH]c(=O)c1CC(=O)N(C)CC1COc2ccccc2O1 (centres undefined),11,.,-9
COc1c[nH]c(CN2CCC(N3CCCC(C(=O)NC4CC4)C3)CC2)cc1=O (centres undefined),.,-7,-15
O=C(NC(c1ccccc1)c1cnccn1)C1CCN(CCOc2ccc(F)cc2)CC1 (centres undefined),6,.,-1
CCN(C(=O)c1ccccc1N1CCC(NC(=O)CCc2ccccc2)CC1)C1CCCCC1,15,-7,-5
Cc1cc(-c2ccco2)nc2cc3c(cc12)OCO3,0,.,1
S=c1[nH]nc(-c2nccc3ccccc23)n1-c1cccc(Cl)c1,-11,.,-1
CSc1nc(-c2ccccc2)cc(-c2cccc3ccccc23)c1C#N,1,-4,-8
O=C(c1cccc(Br)c1)N(Cc1ccc(OS(=O)(=O)c2ccc(F)cc2)cc1)Cc1ccco1,5,-3,0
CCOC(=O)N1CCC(NCc2nc(CC)cs2)CC1,-4,1,2
CCCCN(C)CCNC(=O)c1c(O)nc2c(C)cccn2c1=O,-2,-8,-10
CN(CCNC(=O)N1CCSCC1)Cc1ccc(F)cc1,-21,.,-6
Fc1ccccc1Cn1nnc(-c2ccc(Br)cc2)n1,3,.,-6
Cc1ccc(C(=O)Cn2nc(-c3cccs3)c3sc(N4CCOCC4)nc3c2=O)c(C)c1,-2,-9,-7
CC(=O)Nc1nc(C(=O)N2c3ccnn3C(C)CC2C)cs1 (centres undefined),7,-16,-8
Cc1cc(C)n(Cc2ccc(C(=O)N3CCCC(C)C3CNC(=O)OC(C)(C)C)cc2)n1 (centres undefined),-4,-13,-7
Cc1noc(CN(C)C(=O)C2(Oc3ccc(Cl)cc3)CCNCC2)n1,3,-16,-5
COc1ccc(OCCCOc2ccc(Cl)cc2Cl)cc1,-6,.,-2
N#Cc1ccc(CSCCN2c3cccc4cccc(c34)S2(=O)=O)cc1,-1,.,-2
CCOc1cc(-c2cc(C(=O)O)c3[nH]c(-c4ccc(OC)cc4)nc3n2)ccc1O,-2,-8,-10
CCCC(O)c1nnc(Nc2cc(OC)c(OC)c(OC)c2)s1 (centres undefined),-1,-6,0
Cc1nn(CCC#N)c2c1C(c1ccc(N(C)C)cc1)C1C(=O)CC(C)(C)CC1=N2 (centres undefined),0,.,-8
COc1ccc(CN2CCC3(CCC(CNC(=O)c4cccnc4)O3)CC2)c2ccccc12 (centres undefined),-2,-22,-1
CN(CC(=O)OCC1CCCCO1)S(=O)(=O)c1ccccc1 (centres undefined),-1,.,23
COC(=O)NC1CCN(c2ccccc2C(=O)NCC2CCCO2)CC1 (centres undefined),19,-5,-3
Cc1cn2c3c(=O)n(C)c(=O)n(C)c3nc2n1CCc1ccccc1,1,-5,-3
c1c(CN2CCCCCCC2)nn2c1CNCCC2,-3,.,0
CCCS(=O)(=O)c1c(Nc2ccc(OCC)cc2)sc(C(=O)c2ccccc2)c1N,-5,-9,-6
CC(C)(C)c1ncsc1NC(=O)CCc1ccccc1,-2,.,-11
O=C1CC(C(=O)NCc2ccccc2)c2c(nc(N3CCOCC3)[nH]c2=O)N1 (centres undefined),3,-1,5
CCn1ncnc1CN1CCC(c2cc(C(C)C)n[nH]2)CC1,14,.,-7
CCCCN(CC(N)=O)C(=O)/C=C(/C)c1ccc(F)cc1,11,-14,-5
Cc1ccc(-n2ncc(C(=O)NCC(O)c3ccc(O)cc3)c2N)cc1 (centres undefined),4,.,-10
CSC(C)C(=O)Nc1ccnn1Cc1cccc(Cl)c1Cl (centres undefined),-25,.,2
CCC(NCc1cn(-c2ccc(OC)cc2)nc1-c1ccccc1Cl)c1ccncc1 (centres undefined),-5,.,-8
COc1ccc(CN(C)CC(O)CN2C(=O)c3ccccc3C2=O)cc1OC (centres undefined),-1,-4,1
CC=CC=CC(=O)OCCCn1c(=O)c2c(ncn2C)n(C)c1=O,-1,.,-3
CCCCn1c(Nc2ccccc2)nc2ccccc21,-2,-6,-5
CCCC(=O)N1N=C(c2ccc(OC)cc2)CC1c1ccc2nccnc2c1 (centres undefined),-1,-2,1
Cc1cccc(C)c1NC(=O)CNC(=O)c1cc(=O)c2ccccc2o1,-1,.,-5

# A portion taken from the entries so far, for reference:
SMILES,NPYLR7 agonist,mcGAS inh,hcGAS inh
CC(C)(C)c1ncsc1NC(=O)CCc1ccccc1,-2,.,-11
O=C1CC(C(=O)NCc2ccccc2)c2c(nc(N3CCOCC3)[nH]c2=O)N1 (centres undefined),3,-1,5

# The main list resumes with the three entries that preceded the break.
SMILES,NPYLR7 agonist,mcGAS inh,hcGAS inh
CCCCn1c(Nc2ccccc2)nc2ccccc21,-2,-6,-5
CCCC(=O)N1N=C(c2ccc(OC)cc2)CC1c1ccc2nccnc2c1 (centres undefined),-1,-2,1
Cc1cccc(C)c1NC(=O)CNC(=O)c1cc(=O)c2ccccc2o1,-1,.,-5
C=CCNC(=O)C=Cc1cccs1,14,-8,-14
Cc1ccsc1CN(Cc1ccc2c(c1)OCO2)C(=O)CN(CCN1CCOCC1)C(=O)c1ccc(Cl)cc1,-3,-5,-10
COc1ccc(OC)c(-c2ccc(N3CCN(C(=O)C4CC4)CC3)nn2)c1,.,-9,-11
CCn1c(SC(C)C#N)nc2sc(C)c(C)c2c1=O (centres undefined),11,-2,-3
CC1Cc2ccccc2N1C1CCN(C(=O)c2ccc(N(C)C)cc2)CC1 (centres undefined),9,.,-7
Cc1cc2c(c(-c3ccc(Cl)cc3)c1)OC(CNC(=O)c1cc[n+]([O-])cc1)C2 (centres undefined),7,-26,-7
COc1ccccc1N=C1SC(C(=O)NCCc2ccccc2)CC(=O)N1C (centres undefined),6,-4,-2
COCCNC(=O)C1(C)CCCN(CCc2cccc(F)c2)C1 (centres undefined),-8,2,0
CC(C)Nc1ncccc1C(=O)N1CCC(NC(=O)OC(C)(C)C)C1 (centres undefined),0,-2,1
O=C(Cc1cccs1)N1CCN(c2nc(Cc3ccccc3)nc3c2cnn3-c2ccccc2)CC1,4,-6,-8
O=C(c1cnn2c(C(F)(F)F)cc(-c3ccc4c(c3)OCO4)nc12)N1CCCC1,-3,-6,-2
Cc1nc(C)n(CC(=O)N2CCc3c([nH]c4ccccc34)C2c2ccccc2F)n1 (centres undefined),-7,-2,-4
Cc1noc(/C=C/N(C)C)c1S(=O)(=O)NC1CCCCC1,5,2,9
Cc1cnccc1CN(C)C(=O)c1ccc2cccnc2n1,1,.,-9
COc1ccc(-c2n[nH]c(=S)n2-c2ccc(C)cc2)cc1,6,.,-3
O=S(=O)(c1ccc(Cl)c(C(F)(F)F)c1)N1CCNCC1,10,-7,-8
CC(OC(=O)C12CC3CC(C1)CC(c1ccccc1)(C3)C2)C(=O)N1CCCC1 (centres undefined),-1,.,1
Cc1cccc(-c2nc3ccc(C)cn3c2NC2CCCCC2)c1,-5,-2,-5
COCc1nn2c(nnc3c(=O)n(CCc4cnc[nH]4)ccc32)c1-c1ccccc1,9,.,-2
